Kir21 block: Kir2.1 (mouse) channel inhibition; P35561; HEK293-Kir2.1, FluxOR thallium flux fluorescence; stronger effect = lower value; B-score at 10 µM; 310,000 tested, 0.85% active;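 active means fluorescence ratio B-score at or below minus 3 SD of library scores, with starting-brightness B-score within 2 SD, cut at about -4.2 in these data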;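 further: channel flux triggered by added potassium and thallium sulfate stimulus; B-score of peak minus minimum fluorescence over baseline after thallium stimulus; more negative B-score means stronger Kir2.1 block with less thallium influx; some compounds called inactive have numbers as strong as hits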
Target sequence (P35561 whole entry, looked up): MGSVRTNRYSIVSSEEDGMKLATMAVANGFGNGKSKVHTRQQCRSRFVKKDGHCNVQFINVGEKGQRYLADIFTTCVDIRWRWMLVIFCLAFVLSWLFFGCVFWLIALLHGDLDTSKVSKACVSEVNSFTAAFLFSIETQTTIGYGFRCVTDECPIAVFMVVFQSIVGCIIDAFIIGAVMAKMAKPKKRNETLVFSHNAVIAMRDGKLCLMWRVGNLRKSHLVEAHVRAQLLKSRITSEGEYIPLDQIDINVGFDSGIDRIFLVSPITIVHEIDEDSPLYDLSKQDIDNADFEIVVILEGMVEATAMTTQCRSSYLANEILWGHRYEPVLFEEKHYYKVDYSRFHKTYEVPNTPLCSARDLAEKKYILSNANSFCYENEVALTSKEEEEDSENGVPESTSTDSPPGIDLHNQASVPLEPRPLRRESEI
CHT inh: inhibits the human high affinity choline transporter | AID 488975 | B-score at 10 µM | CHT-expressing cells, membrane potential dye, choline response; stronger effect = lower value | Q9GZV3 | 310,000 tested, 0.86% active;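 active means B-score over 3 SD under the library average, and starting fluorescence ratio not unusually high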;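 further: choline stimulus applied at its EC90 after an EC20 pre-addition; B-score computed on integrated fluorescence ratio after choline addition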
Target sequence (Q9GZV3 whole entry, looked up): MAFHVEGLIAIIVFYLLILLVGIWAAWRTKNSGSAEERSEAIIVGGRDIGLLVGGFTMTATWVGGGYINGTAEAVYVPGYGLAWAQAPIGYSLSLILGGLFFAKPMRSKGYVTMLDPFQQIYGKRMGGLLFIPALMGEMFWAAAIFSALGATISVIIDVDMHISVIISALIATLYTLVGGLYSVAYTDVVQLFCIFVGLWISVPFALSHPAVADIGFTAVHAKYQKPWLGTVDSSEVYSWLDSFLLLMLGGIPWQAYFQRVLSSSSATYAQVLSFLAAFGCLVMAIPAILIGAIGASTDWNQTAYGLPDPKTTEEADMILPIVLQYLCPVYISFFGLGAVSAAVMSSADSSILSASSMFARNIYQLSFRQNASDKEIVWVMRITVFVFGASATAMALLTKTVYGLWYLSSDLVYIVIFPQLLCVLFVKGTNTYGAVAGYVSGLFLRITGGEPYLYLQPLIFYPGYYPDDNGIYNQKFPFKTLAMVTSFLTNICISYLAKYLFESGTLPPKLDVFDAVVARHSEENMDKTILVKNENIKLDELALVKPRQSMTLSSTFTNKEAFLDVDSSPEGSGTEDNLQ
* hit, by the source's call; i = inactive; nt = not tested or not shown. Some of the compounds tested; count on the stated rates, not on these rows.

Values run as follows: Kir21 block, CHT inh
C=C1C/C(=C/C)C(=O)O[C@@H]2CCN3CC=C(COC(=O)[C@]1(C)O)[C@H]23
→ 0.07, i
COc1ccccc1OCC#CCN1CCCCCC1
→ -2.1, i
NC(=O)c1cc(N2CC2)c([N+](=O)[O-])cc1[N+](=O)[O-]
→ 0.88, i
O=c1[nH]c2ccccc2n1C1CCN(CCCC(c2ccc(F)cc2)c2ccc(F)cc2)CC1
→ -1.1, i
O=[N+]([O-])c1cnc[nH]1
→ -1.5, i
O=C(Cc1ccccc1)OCCN1CCOCC1
→ -0.09, i
CC(=O)Cc1c[nH]c2ccccc12
→ 0.15, i
CCC(=O)C(CCN1CCOCC1)(c1ccccc1)c1ccccc1
→ -1.5, i
COc1ccc(N2C(=O)NC(=O)/C(=C\c3ccc([N+](=O)[O-])s3)C2=O)cc1
→ 0.22, i
O=C(O)C(O)(c1ccccc1)C1CCCC1 (stereo unspecified)
→ 0.62, i
CNCC(=O)c1ccccc1
→ -0.19, i
C=C1C[C@@H]2[C@H](CC[C@]3(C)C(=O)CC[C@@H]23)[C@@]2(C)C=CC(=O)C=C12
→ 0.64, i
C/C(=N\NC(=O)c1ccccc1Cl)c1c(O)n(C2CCCCC2)c(=O)[nH]c1=O
→ -0.41, i
CC1(C)CC(n2[nH]c(=O)c3c2NC(=O)CSC3c2ccc(F)cc2)CCO1 (stereo unspecified)
→ 1, i
CP(=O)(O)CN1CCCCC1
→ 2, i
O=C1NC(=O)N(Cc2ccccc2)C(=O)/C1=C/c1cnc(-c2ccccc2)nc1
→ 1.9, i
O=C(CN1CC=C(c2ccccc2)CC1)NC(=O)NCc1ccco1
→ 0.17, i
O=C(c1cccc(C(F)(F)F)c1)C1CCCN(Cc2ccccc2O)C1 (stereo unspecified)
→ -1.3, i
COc1cc(C)cc(CN2CC=C(c3ccccc3)CC2)c1O
→ -3, i
Clc1ccc(CN2CCNCC2)cc1
→ 0.96, i
CC12CC[C@H]3[C@@H](CCC4(O)C[C@H](O)CCC34/C=N/NC(=O)c3ccc(O)cc3)C1(O)CCC2C1=CC(=O)OC1 (stereo partly specified)
→ 2.4, i
O=c1cccc2n1CC1CC2CN(S(=O)(=O)c2ccccc2)C1 (stereo unspecified)
→ 0.03, i
NC1CCCCC1N=Cc1c(O)n(Cc2ccc(F)cc2)c(=O)[nH]c1=O (stereo unspecified)
→ 1.4, i
COc1ccc(CNC(=O)/C=C/c2ccc3[nH]cc(CCN(C)C)c3c2)cc1
→ 0, i
Brc1ccc(CN2CCNCC2)s1
→ -0.88, i
C/C(=N\N1CCCCC1c1cccnc1)c1c(O)n(C2CCCCC2)c(=S)[nH]c1=O (stereo unspecified)
→ 0.67, i
CC12CCCCC1=[N+]([O-])CN2O (stereo unspecified)
→ 0.89, i
CCCCn1c(O)c(/C=N/N2CCCCC2c2cccnc2)c(=O)[nH]c1=S (stereo unspecified)
→ -1.1, i
Nc1c(C(=O)OC2CCCCC2)c2nc3ccccc3nc2n1CC1CCCO1 (stereo unspecified)
→ 0.19, -8.6*
O=C1NC(=O)N(Cc2ccco2)C(=O)/C1=C/c1cccn1CCOc1ccccc1Cl
→ -0.04, i
CCOC(=O)C1(CCc2ccccc2)CCN(CC(O)CO)CC1 (stereo unspecified)
→ -0.31, i
CCC(CC)C1C(C#N)=C(N)Oc2c1c(=O)oc1ccccc21 (stereo unspecified)
→ 0.58, i
CC(O)(CS(=O)(=O)c1ccccc1)C(=O)Nc1cccc(C(F)(F)F)c1 (stereo unspecified)
→ -0.89, i
COC(=O)C(c1ccccc1)N1CCCCCC1 (stereo unspecified)
→ -1.4, i
COc1ccc(C(=O)NC(=S)N2C[C@H]3C[C@H](C2)c2cccc(=O)n2C3)cc1OC
→ 2.2, i
CCN(CC)C(=O)c1ccc(NC(=O)Cn2nc(C)c3ccccc3c2=O)cc1
→ 0.75, i
COc1cc(C(=O)OC2C[C@H]3CC[C@@H](C2)N3)ccc1O (stereo partly specified)
→ 1.6, i
CC1CN(CC(=O)c2ccccc2Cl)CC(C)O1 (stereo unspecified)
→ -0.57, i
CNC(=O)N(C)c1nnc(C(C)(C)C)s1
→ -0.55, i
Cc1ccc(S(=O)(=O)N2CCCC(C(=O)N3CCC4(CC3)OCCO4)C2)cc1 (stereo unspecified)
→ -0.65, i
CCOC(=O)[C@@]1(C#N)[C@@H]2C=CC(C(N)=O)=CN2[C@@H](C(N)=O)[C@@H]1c1cccc(Cl)c1
→ 0.92, i
CCN(CC)S(=O)(=O)N1CCC(C(=O)N2CCC3(CC2)OCCO3)CC1
→ -1.2, i
Cc1ccc(C)c(NC2=NCCCS2)c1
→ 2.1, i
O=C(CN1CCOCC1)c1ccc2cc[nH]c2c1
→ -0.64, i
O=C(c1ccc(CS(=O)(=O)c2ccc(Br)cc2)o1)N1CCC2(CC1)OCCO2
→ 0.02, i
O=C(Nc1ccccc1)c1cc([N+](=O)[O-])ccc1N1CCNCC1
→ 0.84, i
O=C(NCc1ccc(C(=O)N2CCC3(CC2)OCCO3)cc1)c1ccc2c(c1)OCO2
→ -1.1, i
CCC(=NC1CC1)c1c(O)n(-c2ccc(OC)cc2)c(=O)[nH]c1=O
→ 2.4, i
CN1CCC2(CC1)NC(=O)C1=C(CN(C)CC1)N2
→ 0.74, i
CCOc1ccc(-n2c(O)c(N=Nc3c(C)n(C)n(-c4ccccc4)c3=O)c(=O)[nH]c2=O)cc1
→ -0.68, i

(list continues)
Values run as follows: Kir21 block, CHT inh
CN1C(=O)C(Cc2nc3ccccc3c(=O)n2-c2ccccc2)c2ccccc21 (stereo unspecified)
→ 0.2, i
Cc1ccc(CN2CCCN(Cc3ccc(C)cc3)S2(=O)=O)cc1
→ -0.66, i
O=C1C2C3CCC(O3)C2C(=O)N1c1cccc(F)c1 (stereo unspecified)
→ 0.39, i
Cc1cc(OCC(=O)NC(Cc2ccc(Cl)cc2)C(=O)O)c2c3c(c(=O)oc2c1)CCCC3 (stereo unspecified)
→ 0.41, i
O=c1[nH]c(=S)n(-c2ccccc2)c(O)c1C=NCCN1CCNCC1
→ 1.4, i
CCOP(=O)(OCC)C(O)c1ccc(Br)cc1 (stereo unspecified)
→ -0.02, i
CCOc1ccc(NC(=O)c2c(O)[nH]c(=O)[nH]c2=O)cc1
→ 0.56, i
COc1ccc(-n2c(O)c(C(C)=NCCc3c[nH]c4ccccc34)c(=O)[nH]c2=O)cc1
→ 2, i
CC1CCC(C(C)C)C(OP(N)(=O)c2ccccc2)C1 (stereo unspecified)
→ -2.3, i
Cc1ccc(N2C(=O)NC(=O)/C(=C/c3ccc(-c4ccc(C(=O)O)c(Cl)c4)o3)C2=O)cc1
→ -1.9, i
Cc1ccccc1-n1c(C)nc2sccc2c1=O
→ -2.7, i
COc1ccc(-c2cc(-c3ccccc3)[n+](C)c(-c3ccccc3)c2)cc1
→ -2.5, i
NC(=O)Cn1cc(C=C2C(=O)NC(=O)NC2=O)c2ccccc21
→ 0.26, i
COC(=O)CCCNC(=O)CN1CC(c2ccccc2)CC1=O (stereo unspecified)
→ 0.54, i
CCOC(=O)C(C)(CC)NC(=O)CSP(=S)(OCC)OCC (stereo unspecified)
→ 0.12, i
c1ccc(P(c2ccccc2)c2ccccn2)cc1
→ -0.42, i
O=C(O)Cn1cc(/C=C2\C(=O)NC(=O)N(c3ccc(F)cc3)C2=O)c2ccccc21
→ -0.37, i
CC1CCN(CC(=O)c2ccc3c(c2)OCCO3)CC1
→ -0.48, i
N#CCC(=O)NN1Cc2ccccc2C1=N
→ 0.15, i
CC(C)=CCSc1nnc([C@@H](N)Cc2c[nH]c3ccccc23)o1
→ -1.3, i
CNC(=S)N1CCN(CCN=Cc2c(O)n(-c3ccc(C)cc3)c(=S)[nH]c2=O)CC1
→ 0.68, i
Cn1c(O)c(C=Nc2ccc(Br)cc2)c(=O)n(C)c1=O
→ 0.54, i
COc1ccc2nc(/N=C/c3c(O)n(-c4cccc(Cl)c4)c(=O)[nH]c3=O)sc2c1
→ -1.4, i
COc1ccccc1N1CCN(Cc2ccccc2)CC1
→ -1.7, i
COc1cc(C2NCc3ccccc3-n3cccc32)ccc1O (stereo unspecified)
→ -3.1, i
CN1C(=O)c2ccccc2NC(=O)C1Cc1ccccc1 (stereo unspecified)
→ 1.2, i
Cc1ccc(-n2c(O)c(/C=N/N3CCCCCC3)c(=O)[nH]c2=O)cc1C
→ -0.84, i
Cc1ccc2nc(N3CCC(C(=O)N4CCC5(CC4)OCCO5)CC3)sc2c1
→ -0.08, i
N#CC(C#N)=Cc1ccc(N2CCOCC2)cc1
→ 0.03, i
CC(C)N1OC2CC1c1nc3ccccc3n1C2 (stereo unspecified)
→ -1.9, i
CN1CCc2c([nH]c3ccccc23)C1
→ -1, i
CC(C)OC(=O)c1c(N)n(CC2CCCO2)c2nc3ccccc3nc12 (stereo unspecified)
→ 1.7, i
COc1cc(CC2C(=O)N(C)C(=O)N(C)C2=O)ccc1OCc1ccccc1
→ -1.1, i
Cc1nn(Cc2ccccc2Cl)c(C)c1C(=O)NC1CCCc2ccccc21 (stereo unspecified)
→ 0.11, i
Nc1ccccc1C(=O)OCC(=O)c1ccc2c(c1)OCCO2
→ -1.9, i
CCc1cc2c(s1)NC(=O)CN=C2c1cccs1
→ -0.25, i
COCCOC(=O)c1c(C)oc2ccc(OC(=O)N(C)C)cc12
→ 0.82, i
CCCCn1c(NC(=O)c2ccco2)c(C(=O)OCC)c2nc3ccccc3nc21
→ -0.41, i
CC1CCN(CCc2nc3ccccc3[nH]2)CC1
→ 1.1, i
CCn1ccnc1CN1CCCC(C(=O)c2cc(C)c(OC)c(C)c2)C1 (stereo unspecified)
→ 0.87, i
Cc1[nH]c2ccccc2c1CCNCc1cccnc1
→ -1.4, i
CCN(CC)C(=O)c1ccc(NC(=O)c2cccc(S(=O)(=O)N3CCN(Cc4ccccc4)CC3)c2)cc1
→ -0.77, i
COC(=O)C1=C(c2ccc(S(C)(=O)=O)cc2)C[C@@H]2CC[C@H]1N2C(=O)NCc1ccccc1
→ -3.6, i
CNC(C(=O)c1ccccc1)C(OC(C)=O)c1cccc([N+](=O)[O-])c1 (stereo unspecified)
→ 2.7, i
O=C1NC2NC(=O)N([N+](=O)[O-])C2N1 (stereo unspecified)
→ 1.9, i
C[C@]12CCC(=O)CC1CCC1C2CC[C@]2(C)C(OC(=O)CCC(=O)O)CCC12 (stereo partly specified)
→ 1.5, i
Cc1ccc(C(O)(C(=O)NNC(=O)CN2CCN(C)CC2)c2ccc(C)cc2)cc1
→ -1.1, i
CN1CCCN(C(=O)COc2ccccc2Br)CC1
→ 0.04, i
N=C1c2ccccc2CN1NC(=O)C1CC1
→ 1, i
O=C1CC(=O)N(c2ccc(Cl)cc2)C(=O)N1
→ 0.57, i

(list continues)
Values run as follows: Kir21 block, CHT inh
CCCCCSc1cc(OC)c(CCN(C)C)cc1OC
→ -6.3*, i
COc1ccccc1N(CC(=O)NC1CCCC1)C(=O)c1cnn(C(C)C)c1
→ 0.37, i
CCN1C(=O)C(=C2C=C(C)N(Cc3ccco3)C(C)=C2)C(=O)N(CC)C1=S
→ -0.64, i
CN1CCc2nc(SCc3cccc(Br)c3)c(C#N)cc2C1
→ 0.07, i
COc1cccc(-n2c(CN3CCN(C)CC3)nc3ccc([N+](=O)[O-])cc3c2=O)c1
→ -1.3, i
Cc1ccsc1C(=O)C1CCCN(Cc2cnc(N3CCCC3)s2)C1 (stereo unspecified)
→ 0.1, i
c1ccc2nc(OCCN3CC3)ccc2c1
→ -0.72, i
COc1ccc(-n2nc(C(=O)NCC(=O)N3CCC4(CC3)OCCO4)c3ccccc3c2=O)c(OC)c1
→ -0.69, i
O=C(N/N=C/c1c(O)n(CCc2ccc(F)cc2)c(=O)[nH]c1=O)c1ccncc1
→ 0, i
O=C1NC(=O)C(CCc2ccncc2)(Cc2cccc(Cl)c2Cl)C(=O)N1c1ccc(Br)cc1 (stereo unspecified)
→ 1.3, i

4 entries out of the list, arranged by length of the SMILES, ascending.
Values run as follows: Kir21 block, CHT inh
CC1CCN(CC(=O)c2ccc3c(c2)OCCO3)CC1
→ -0.48, i
CC(C)OC(=O)c1c(N)n(CC2CCCO2)c2nc3ccccc3nc12 (stereo unspecified)
→ 1.7, i
O=C1NC(=O)N(Cc2ccccc2)C(=O)/C1=C/c1cnc(-c2ccccc2)nc1
→ 1.9, i
COc1cccc(-n2c(CN3CCN(C)CC3)nc3ccc([N+](=O)[O-])cc3c2=O)c1
→ -1.3, i

(continued)
Values run as follows: Kir21 block, CHT inh
CO[C@H]1[C@@H](OC)CC(OC2OC(CO)C(O)C(O)C2O)/C(=C\C#N)[C@@H]1O (stereo partly specified)
→ 0.64, i
c1cncc(C2CCCCN2)c1 (stereo unspecified)
→ -0.01, i
CCOC(=O)C1CCN(/C=C2/C(=O)NC(=S)N(c3cccc(OC)c3)C2=O)CC1
→ 0.01, i
COc1ccc2c(c1O)-c1c(OC)c(OC)cc3c1[C@H](C2)N(C)CC3
→ nt, i
CCOc1cc(CN2CCN(C(=O)Cc3ccccc3)CC2)ccc1OC
→ -0.36, i
O=C1/C(=C\c2ccc(Cl)cc2Cl)N2CCC1CC2
→ -1.3, i
CCOc1ccccc1-n1c(O)c(C=NCCCN(CC)CC)c(=O)[nH]c1=O
→ 0.13, i
O=S(=O)(c1ccc(F)cc1)N1CCCCC1c1cccnc1 (stereo unspecified)
→ -4.9*, i
CCc1ccc2nc(N3CCC(C(=O)N4CCC5(CC4)OCCO5)CC3)sc2c1
→ 0.15, i
CC(C)OCCCNC(=O)c1c(N)n(Cc2cccs2)c2nc3ccccc3nc12
→ -0.01, i
CCOP(=O)(C(NC(=O)c1ccccc1Cl)=C(Cl)Cl)c1ccccc1 (stereo unspecified)
→ -0.19, i
